SR-BI DiI inh: inhibitors of mouse SR-BI mediated HDL lipid uptake. Q61009. inhibition, % at 12.5 µM. actives 0.96% (n = 320,000). ldlA[mSR-BI] CHO cells, DiI-HDL uptake fluorescence, 3 h;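 active means mean replicate inhibition of at least 70% and a set share of replicates each scoring 70 or more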;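 further: 0% = median of neutral control wells and 100% = median of positive control wells; values of inactives mirror those of a sister screen read the other way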
SR-BI DiI-HDL act: SR-BI HDL lipid transfer activation | actives 0.096% (n = 320,000) | activation, % at 12.5 µM | CHO ldlA[mSR-BI] cells, DiI-HDL uptake fluorescence, 3 h; 100 = double the neutral-control signal | AID 504775;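 active means mean replicate activation of at least 60% and every replicate at or above 60%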;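 further: 0% = median plate neutral-control signal and 100% = twice that signal; values of inactives mirror those of a sister screen read the other way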
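Material – SR-BI-overexpressing, LDLR-lacking CHO cells · Medium – BSA-supplemented, HEPES-buffered Ham's F12, pH 7.4 · Doses – single concentration · Times – compound with DiI-HDL co-incubation, 3 h at 37 °C · Measured by – bottom-read fluorescence, 550/595 nm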
C-LANA FP: inhibitors of KSHV LANA C-terminal domain DNA binding; MBP-C-LANA/FAM-LBS DNA binding, fluorescence polarization; inhibition, % at 9 µM; actives 0.078% (n = 340,000);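 active means highest replicate inhibition at or above 60% at 9 µM, even if other replicates fall short; inactive means all replicates below 60% inhibition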;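 further: 0% = neutral control wells and 100% = 4 µM acridine orange control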
PvdQ inh: blocks Pseudomonas aeruginosa PvdQ acylase activity; purified PvdQ acylase, fluorescence plate reader; AID 488965; actives 0.063% (n = 340,000); inhibition, % at 10 µM; in the data active means inhibition above about 30%, passing the limit was not always enough;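 further: 0% = vehicle neutral wells and 100% = reference inhibitor wells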
DAGLB inh: diacylglycerol lipase beta (human) inhibition | HEK293T DAGLB membrane lysate, EnzChek fluorogenic substrate | actives 0.059% (n = 340,000) | Q8NCG7 | inhibition, % at 5.17 µM | AID 504411; in the data active means inhibition above about 34%;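 further: 0% = enzyme with vehicle and 100% = wells lacking enzyme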
Arr AP2 block: human beta-arrestin and AP2 interaction inhibition. actives 0.31% (n = 340,000). FITC-arrestin peptide / GST-AP2 beads, flow cytometry; AP2 beta2 appendage carries R879A mutation. inhibition, % at 10 µM;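 active means inhibition above a set limit, near 3 SD of compounds lacking own fluorescence, cut at about 54% in these data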;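 further: plate controls were DMSO wells for no effect and 5 µM unlabelled arrestin peptide for full effect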
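System: GST-AP2 R879A glutathione beads. Medium: PBS with 0.05% Tween 20 and 0.1% BSA. Also added: FITC-arrestin peptide, 50 nM. Incubation: 12 min plus 1 h, RT. Measured by: high-throughput flow cytometry of beads, ex 488, em 535 nm. Evaluation: percent drop in bead-associated FITC signal.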
PKA-R2B activ: PKA-R2B complex activation; PKA-R2B holoenzyme dissociation, Cy5-IP20 fluorescence polarization; R2B truncated from residue 108, S112A mutant; 0% DMSO only, 100% 113 µM cGMP; activation, % at 11.4 µM; actives 0.079% (n = 340,000); P22694+P31323;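 active means activation above a cutoff set at the mean over all compounds plus 3 SD, cut at about 18% in these data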;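 further: higher means more holoenzyme dissociation and a rise in polarization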
Target sequence (P31323 whole entry, looked up, other chains not shown, the tested form may be a part): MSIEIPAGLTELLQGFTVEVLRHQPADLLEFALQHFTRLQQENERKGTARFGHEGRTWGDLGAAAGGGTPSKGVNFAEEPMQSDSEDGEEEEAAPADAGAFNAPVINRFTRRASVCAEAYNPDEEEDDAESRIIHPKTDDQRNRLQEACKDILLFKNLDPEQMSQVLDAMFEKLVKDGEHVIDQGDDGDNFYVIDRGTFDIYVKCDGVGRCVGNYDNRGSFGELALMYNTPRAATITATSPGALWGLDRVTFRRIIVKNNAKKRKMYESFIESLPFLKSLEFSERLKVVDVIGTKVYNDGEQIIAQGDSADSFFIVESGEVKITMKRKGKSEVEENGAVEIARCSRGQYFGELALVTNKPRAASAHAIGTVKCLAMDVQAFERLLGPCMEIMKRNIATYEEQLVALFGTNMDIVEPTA
RTF Ca sens inh: cardiac RTF calcium desensitization; P19429+P45379; IANBD-labeled cardiac RTF, Ca2+ fluorescence; inhibition, % at 7.15 µM; actives 0.12% (n = 340,000); AID 493244;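 active means inhibition above the mean inhibition of all tested compounds plus 3 SD, cut at about 17% in these data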;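 further: assay run at fixed EC70 calcium of 1.6 mM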
NSD2 inh: inhibitors of human histone methyltransferase NSD2. O96028. NSD2 peptide methylation, AlphaScreen, 120 min. inhibition, % at 12.5 µM. actives 0.54% (n = 310,000); in the data active means inhibition above about 50%
Keap1-Nrf2 PPI: Keap1-Nrf2 (human) interaction inhibition; Q14145; Keap1 Kelch-Nrf2 peptide fluorescence polarization, 1536-well; inhibition, % at 9.4 µM; actives 0.15% (n = 340,000); in the data active means inhibition above about 12%;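 further: human Keap1 Kelch domain with fluorescein labeled Nrf2 9mer peptide probe; 0% = neutral control wells and 100% = peptide positive control; higher means more block of Keap1 binding to Nrf2 peptide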
Target sequence (Q14145 whole entry, looked up, the tested form may be a part): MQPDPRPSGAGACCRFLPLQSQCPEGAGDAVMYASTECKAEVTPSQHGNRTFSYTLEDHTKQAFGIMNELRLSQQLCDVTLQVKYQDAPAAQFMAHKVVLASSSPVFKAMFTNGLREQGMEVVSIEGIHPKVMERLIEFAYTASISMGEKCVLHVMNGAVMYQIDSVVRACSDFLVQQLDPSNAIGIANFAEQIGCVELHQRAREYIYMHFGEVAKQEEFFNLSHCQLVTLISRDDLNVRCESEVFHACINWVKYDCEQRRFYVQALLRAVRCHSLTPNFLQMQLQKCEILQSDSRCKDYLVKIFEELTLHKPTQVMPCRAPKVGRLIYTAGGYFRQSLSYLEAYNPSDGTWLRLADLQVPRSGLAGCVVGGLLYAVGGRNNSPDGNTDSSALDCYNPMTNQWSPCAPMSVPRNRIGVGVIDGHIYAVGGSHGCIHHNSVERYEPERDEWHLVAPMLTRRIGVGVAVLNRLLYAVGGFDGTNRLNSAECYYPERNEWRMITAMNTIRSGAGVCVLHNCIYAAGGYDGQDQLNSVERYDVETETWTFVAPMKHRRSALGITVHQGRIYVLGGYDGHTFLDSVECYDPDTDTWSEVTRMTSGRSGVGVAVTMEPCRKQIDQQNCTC
Active calls of the source: *; i = inactive; x = not tested or not shown.

SMILES	SR-BI DiI inh	SR-BI DiI-HDL act	C-LANA FP	PvdQ inh	DAGLB inh	Arr AP2 block	PKA-R2B activ	RTF Ca sens inh	NSD2 inh	Keap1-Nrf2 PPI
CC(CC(=O)Nc1ccc(F)cc1)S(=O)(=O)c1ccc2c(c1)NC(=O)CO2 (stereo not drawn)	2	-2	-0.5	-15	1	-12	1	-2	-7	-7
CCOc1cc(C(=O)OCc2cccc(OC)c2OC)ccc1OCC(=O)N1CCOCC1	40	-40	0.2	5	0	1	-10	-3	0	-4
CC(C)OCCCNC(=O)C1CCC(CNS(=O)(=O)c2ccccc2)CC1 (stereo not drawn)	-12	12	0.8	-8	3	3	-4	2	-4	-1
COc1ccccc1CN1CCCC(C(=O)N2CCCCC2)C1 (stereo not drawn)	-9	9	0.0	0	1	7	2	-7	-2	0
Cc1ccc(NC(=O)c2noc3c2CC(C(C)(C)C)CC3)cc1 (stereo not drawn)	-27	27	-0.2	5	-4	10	5	2	x	-3
CCNc1nc(NCC)n2c(SCC(=O)Nc3ccccc3Cl)nnc2n1	-11	11	0.5	-10	-1	-9	2	-38	4	-3
C[C@H](CO)N1C[C@H](C)[C@@H](CN(C)C(=O)NC2CCCCC2)Oc2c(NC(=O)C3CCCCC3)cccc2C1=O	4	-4	-1.1	-12	0	1	-3	-7	x	-2
CC(NC(=O)c1nn(C)c2c1CS(=O)(=O)c1ccccc1-2)c1ccccc1 (stereo not drawn)	8	-8	-1.8	-17	-2	-3	-8	1	0	-2
O=[N+]([O-])c1cccc(Nc2c([N+](=O)[O-])ccc3nonc23)c1	11	-11	-1.1	2	8	-7	0	-1	23	1
CCNC(=O)OCCC12CC3CC(CC(C3)C1)C2	-20	20	-0.1	-11	-9	-6	10	-8	-2	-6
COCCN(Cc1ccccc1)C(=O)Cc1ccc(OC)c(S(=O)(=O)N2CCOCC2)c1	-5	5	-1.9	-10	-1	-1	1	-3	1	1
CC1CCCC(C)N1C(=O)CSc1nc2ncnc(N)c2[nH]1 (stereo not drawn)	9	-9	-0.1	-4	-5	12	-11	-2	0	1
O=C(NC(=S)NCCCN1CCOCC1)c1cccc2ccccc12	4	-4	-1.6	0	1	-1	-12	1	1	-3
Cc1cc(C)cc(NC(=O)C(OC(=O)Cn2cnc3c2c(=O)n(C)c(=O)n3C)c2ccccc2)c1 (stereo not drawn)	11	-11	1.1	-16	0	-9	-2	-14	-2	-5
O=C(CN(Cc1ccco1)C(=O)CNS(=O)(=O)c1ccc(F)cc1)NCc1ccccc1	x	x	-0.4	-2	2	-5	6	-1	1	-1
CC(=O)N1CCOc2cc(S(=O)(=O)N3CCN(c4ccccc4)CC3)c(Cl)cc21	-39	39	-0.3	-11	2	-3	-4	-4	x	4
COc1cc(OC)cc(C(=O)Nn2cc(C(=O)Nc3ccc(F)cc3F)c3ccccc3c2=O)c1	14	-14	0.3	-1	-3	25	-10	-23	-2	-2
O=C(NCCN1CCCCCC1)C1CCC(CNS(=O)(=O)c2cccc3cccnc23)CC1 (stereo not drawn)	-12	12	-1.5	-11	-2	-8	-9	-6	x	-2
COc1cc(/C=C/C(=O)OCC(=O)N2CC3(C)CC2CC(C)(C)C3)ccc1O (stereo not drawn)	23	-23	-1.7	-12	1	-7	0	-21	0	-5
CC(=O)c1ccccc1OCCCCN1CCCCC1	1	-1	-1.4	-5	-2	0	-1	1	2	3
Cc1cc(OCC(=O)Nc2ccccc2C(N)=O)c2c(C)cc(=O)oc2c1	9	-9	-0.6	-12	-2	-1	-2	-2	x	-5
COc1ccc(NC(=S)N/N=C2\CC(C)(C)Oc3ccc(OC)cc32)cc1	31	-31	-1.6	1	-5	36	-9	5	0	0
CN(CCC#N)C(=O)COC(=O)[C@H](Cc1ccccc1)N1C(=O)c2ccccc2C1=O	-30	30	0.6	-4	-3	5	-2	-6	0	-2
COc1ccccc1CNC(=O)CCCn1nc(C)c2c(C)n(-c3ccc(C)cc3)nc2c1=O	53	-53	-1.6	-2	0	14	5	3	0	4
O=C(Nc1ccc2c(c1)OCO2)N1CCCC1	-7	7	0.6	-8	-1	5	3	-4	2	2

Not a retest: two of the compounds above.
SMILES	SR-BI DiI inh	SR-BI DiI-HDL act	C-LANA FP	PvdQ inh	DAGLB inh	Arr AP2 block	PKA-R2B activ	RTF Ca sens inh	NSD2 inh	Keap1-Nrf2 PPI
O=C(CN(Cc1ccco1)C(=O)CNS(=O)(=O)c1ccc(F)cc1)NCc1ccccc1	x	x	-0.4	-2	2	-5	6	-1	1	-1
CC(=O)N1CCOc2cc(S(=O)(=O)N3CCN(c4ccccc4)CC3)c(Cl)cc21	-39	39	-0.3	-11	2	-3	-4	-4	x	4

Continued:
SMILES	SR-BI DiI inh	SR-BI DiI-HDL act	C-LANA FP	PvdQ inh	DAGLB inh	Arr AP2 block	PKA-R2B activ	RTF Ca sens inh	NSD2 inh	Keap1-Nrf2 PPI
O=S(=O)(NCc1ccccc1)c1ccc(S(=O)(=O)N2CCCC2)cc1	-4	4	0.8	-1	-3	7	-12	4	-6	-1
CC(=O)Nc1ccc(C(=O)NNC(=O)Cc2ccccc2)cc1	-24	24	-1.0	-9	0	4	-6	2	-3	-2
Cn1cnc2c(N3CCCCC3)nccc21	-1	1	0.6	-17	1	-8	-5	-6	x	-3
Cc1ccc(Cn2cc(C(=O)c3ccc(F)cc3)c(=O)c3cc4c(cc32)OCCO4)cc1	20	-20	-0.8	-18	-1	3	1	0	x	-7
CCC(=O)Nc1ccc(Cl)c(NC(=S)NC(=O)c2cc3ccccc3o2)c1	14	-14	-0.4	-6	5	-1	2	-12	0	-2
CCCOc1nnnn1-c1ccccc1	18	-18	-2.1	-2	1	2	1	-25	-2	-1
CCOc1ccc2nc(N/C(N)=N/C(=S)Nc3cccc(C)c3)nc(C)c2c1	70	-70	-2.4	-1	0	1	-16	-2	4	0
O=C(NC1CCS(=O)(=O)C1)c1cccs1 (stereo not drawn)	x	x	-1.1	-11	0	-5	3	-5	-3	-3
CNC(=O)c1sc(Nc2cc(C)ccc2C)nc1C	6	-6	1.4	5	1	31	-5	-16	-6	-2
Cc1ccc(-n2c(SCCN)nnc2-c2cccc(C)c2)cc1	-2	2	-1.3	-9	4	11	4	-1	3	-2
CCOc1ccccc1NC(=O)Cn1nc(-c2ccco2)ccc1=O	x	x	0.4	5	3	32	-1	-1	1	8
CCOc1ccc(NC(=O)Cn2cc(C(=O)CC)c3ccccc32)cc1	18	-18	-0.5	-10	-4	6	-6	-7	15	-2
CC1(C)CC(=O)C=C(c2ccc3c(c2)OCO3)C1	-3	3	-1.1	-15	0	10	-8	0	x	-5
OCC1OC(Oc2cccc3ccccc23)C(O)C(O)C1O (stereo not drawn)	-16	16	2.6	-17	-1	-4	0	-6	-1	-6
O=c1cc(CN2CCOCC2)nc(C2CC2)[nH]1	0	x	1.8	-17	0	3	6	-12	-2	-3
CCn1cnc2cc(NCc3ccc(C)cc3)ccc21	17	-17	2.0	-23	4	18	0	-4	6	-4
CCN1CCC(NC(=O)Nc2cc(Cl)ccc2OC)CC1	4	-4	-1.0	9	0	39	-2	-6	3	2
O=C(COc1cc(Cl)c(Cl)cc1Cl)Nc1cccc(O)c1	7	-7	0.7	-15	-4	14	-3	0	-2	1
CCn1cnc2cc(NS(=O)(=O)c3ccc(C)cc3)ccc21	-12	12	-0.1	-7	-2	6	-4	3	2	3
Cn1c(=O)c2c(ncn2CC(=O)N2CCN(S(=O)(=O)c3ccc(Cl)cc3)CC2)n(C)c1=O	-24	24	1.4	-1	4	16	4	-4	2	2
C[C@@H]1CN([C@@H](C)CO)C(=O)c2cccc(NC(=O)Nc3ccccc3)c2O[C@H]1CN(C)C(=O)Nc1cccc2ccccc12	-2	2	-0.5	-1	4	-2	-10	-1	x	-5
COc1cccc(CN(C)Cc2c(O)ccc3ccccc23)c1	-5	5	1.1	2	-6	7	2	-15	3	-3
COc1cccc(OC)c1C(=O)Nc1ccc(S(=O)(=O)Nc2ncccn2)cc1	-22	22	4.0	13	-3	18	-9	1	0	-4
Cc1noc(C)c1NC(=O)Nc1ccc2c(c1)C(=O)N([C@H](C)CO)C[C@H](C)[C@@H](CN(C)S(C)(=O)=O)O2	-7	7	-1.1	13	-1	2	2	0	x	-5
O=C(Nc1ncc(Cc2cccc(C(F)(F)F)c2)s1)c1ccc(-c2cccc([N+](=O)[O-])c2)o1	51	-51	-0.7	-6	-2	-6	2	-2	0	-4
CCN(CC)c1ccc2cc(-c3nc4ccccc4[nH]3)c(=O)oc2c1	24	-24	21	-12	i	-73	0	i	x	-16
COc1cc(OC)cc(C(=O)NCC(=O)OCC(=O)N2CC(C)CC(C)C2)c1 (stereo not drawn)	-9	9	-2.1	-9	1	5	-4	-6	-2	-3
Cc1ccc(S(=O)(=O)N2CCC(C(=O)OCCOc3ccccc3)CC2)cc1C	-38	38	0.9	4	-8	23	-8	-28	-2	-1
Cc1c(C(=O)NC2CCCc3ccccc32)oc2ccc(S(=O)(=O)N3CCCC3)cc12 (stereo not drawn)	23	-23	1.4	-7	-2	-2	10	4	1	-3

Of the compounds above, these have an aryl methoxy group.
SMILES	SR-BI DiI inh	SR-BI DiI-HDL act	C-LANA FP	PvdQ inh	DAGLB inh	Arr AP2 block	PKA-R2B activ	RTF Ca sens inh	NSD2 inh	Keap1-Nrf2 PPI
CCOc1cc(C(=O)OCc2cccc(OC)c2OC)ccc1OCC(=O)N1CCOCC1	40	-40	0.2	5	0	1	-10	-3	0	-4
COc1ccccc1CN1CCCC(C(=O)N2CCCCC2)C1 (stereo not drawn)	-9	9	0.0	0	1	7	2	-7	-2	0
COCCN(Cc1ccccc1)C(=O)Cc1ccc(OC)c(S(=O)(=O)N2CCOCC2)c1	-5	5	-1.9	-10	-1	-1	1	-3	1	1
COc1cc(OC)cc(C(=O)Nn2cc(C(=O)Nc3ccc(F)cc3F)c3ccccc3c2=O)c1	14	-14	0.3	-1	-3	25	-10	-23	-2	-2
COc1cc(/C=C/C(=O)OCC(=O)N2CC3(C)CC2CC(C)(C)C3)ccc1O (stereo not drawn)	23	-23	-1.7	-12	1	-7	0	-21	0	-5
COc1ccc(NC(=S)N/N=C2\CC(C)(C)Oc3ccc(OC)cc32)cc1	31	-31	-1.6	1	-5	36	-9	5	0	0
COc1ccccc1CNC(=O)CCCn1nc(C)c2c(C)n(-c3ccc(C)cc3)nc2c1=O	53	-53	-1.6	-2	0	14	5	3	0	4
CCN1CCC(NC(=O)Nc2cc(Cl)ccc2OC)CC1	4	-4	-1.0	9	0	39	-2	-6	3	2
COc1cccc(CN(C)Cc2c(O)ccc3ccccc23)c1	-5	5	1.1	2	-6	7	2	-15	3	-3
COc1cccc(OC)c1C(=O)Nc1ccc(S(=O)(=O)Nc2ncccn2)cc1	-22	22	4.0	13	-3	18	-9	1	0	-4
COc1cc(OC)cc(C(=O)NCC(=O)OCC(=O)N2CC(C)CC(C)C2)c1 (stereo not drawn)	-9	9	-2.1	-9	1	5	-4	-6	-2	-3

Compound activity (PubChem BioAssay)
